# PKA-R2B act – activators of PKA-R2B holoenzyme, primary screen, biochemical, fluorescence polarization, Cy5-IP20, human | cAMP-dependent protein kinase catalytic subunit beta (Homo sapiens) + cAMP-dependent … | AID 504700, 2011 | PKA-R2B holoenzyme dissociation; R2B truncated from residue 108, S112A mutant; 0% DMSO only, 100% 113 µM cGMP | hit rate 0.079% among 340,000 | activation, % at 11.4 µM;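 active = activation above a cutoff set at the mean over all compounds plus 3 SD, cut at about 18% in these data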;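 also: higher means more holoenzyme dissociation and a rise in polarization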
# HTR5A ag – HTR5A agonists in luminescence cell assay, primary screen, counter-screen for OPRM1-OPRD1 heterodimer agonist project, full-deck HTS | activation, % at 9.3 µM | hit rate 0.61% among 340,000 | AID 504692, 2011 | cell-based; in the data active = activation mostly above about 9.5%, no sharp cut-off; inactive = mostly below about 7.6%;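 also: 0% = cells with vehicle only and 100% = reference agonist; strong numbers were not always called active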
# PKA-R1A act – activators of PKA-R1A holoenzyme, primary screen, biochemical, fluorescence polarization, Cy5-IP20, bovine R1A, mouse PKAc; hit rate 0.083% among 340,000; PKA-R1A dissociation; scaled: DMSO 0%, 113 µM cGMP 100%; cAMP-dependent protein kinase type I-alpha regulatory subunit (Bos taurus) + …; activation, % at 11.4 µM;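 active = percent activation above the mean of all tested compounds plus 3 SD, cut at about 19% in these data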;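 also: higher means more PKAc released from R1A so a rise in polarization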
# V-ATPase pH – regulators of yeast V-ATPase proton pumping, primary screen, pHLuorin cytosolic pH fluorescence; S. cerevisiae; response, % at 10 µM; hit rate 0.37% among 350,000; in the data active = response mostly above about 7.3%, no sharp cut-off; inactive = mostly below about 5.4%; also: actives read high; inactives centre near 0; some compounds called inactive have numbers as strong as hits; reference of the scale not given here
# DAGLB inhibitor – DAGLB lipase inhibitors, primary screen, biochemical, fluorescence, HTS; Diacylglycerol lipase-beta (Homo sapiens), Q8NCG7; hit rate 0.059% among 340,000; inhibition, % at 5.17 µM; HEK293T DAGLB membrane lysate, EnzChek fluorogenic substrate; in the data active = inhibition above about 34%;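 also: 0% = enzyme with vehicle and 100% = wells lacking enzyme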
# Pemphigus Ab inh – inhibitors of pemphigus antibody binding to DSG3, primary screen, biochemical, bead-based, flow cytometry, scFv-GFP. Desmoglein-3 (Homo sapiens), P32926. DSG3-coupled beads, scFv-anti-DSG3-GFP binding; stronger effect = lower value. binding (percent of control), % at 10 µM. hit rate 0.48% among 310,000. AID 588358, 2011;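 active = binding more than 3 SD below its plate's average and above zero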; also: some compounds called inactive have numbers as strong as hits
# Target sequence (P32926 whole entry, looked up): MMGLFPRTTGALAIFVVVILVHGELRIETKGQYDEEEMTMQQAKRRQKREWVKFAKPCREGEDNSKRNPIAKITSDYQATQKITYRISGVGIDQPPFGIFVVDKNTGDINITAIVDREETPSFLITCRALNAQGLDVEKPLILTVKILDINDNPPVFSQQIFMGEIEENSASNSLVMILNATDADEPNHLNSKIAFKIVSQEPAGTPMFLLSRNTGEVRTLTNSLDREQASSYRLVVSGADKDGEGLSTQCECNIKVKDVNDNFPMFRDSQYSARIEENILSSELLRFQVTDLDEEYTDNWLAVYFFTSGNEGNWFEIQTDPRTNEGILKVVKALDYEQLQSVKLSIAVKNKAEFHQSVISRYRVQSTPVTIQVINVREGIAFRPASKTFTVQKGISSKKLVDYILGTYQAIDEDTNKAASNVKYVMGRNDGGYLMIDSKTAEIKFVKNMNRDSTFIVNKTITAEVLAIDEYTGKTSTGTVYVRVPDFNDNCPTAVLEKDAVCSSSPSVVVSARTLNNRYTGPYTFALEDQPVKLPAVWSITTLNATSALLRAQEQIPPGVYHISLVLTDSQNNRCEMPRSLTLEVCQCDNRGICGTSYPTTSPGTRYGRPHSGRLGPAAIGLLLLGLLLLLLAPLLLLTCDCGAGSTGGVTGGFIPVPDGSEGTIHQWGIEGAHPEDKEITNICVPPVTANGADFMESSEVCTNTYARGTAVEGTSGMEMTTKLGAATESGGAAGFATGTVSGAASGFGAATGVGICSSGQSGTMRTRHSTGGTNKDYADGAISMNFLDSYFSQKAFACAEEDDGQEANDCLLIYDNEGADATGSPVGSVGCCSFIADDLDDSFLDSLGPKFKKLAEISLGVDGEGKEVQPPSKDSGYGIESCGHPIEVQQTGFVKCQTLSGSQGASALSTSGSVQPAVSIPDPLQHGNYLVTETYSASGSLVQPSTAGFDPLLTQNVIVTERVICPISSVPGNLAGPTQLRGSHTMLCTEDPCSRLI
# Arrestin-AP2 inh – inhibitors of beta-arrestin/AP2 binding, primary screen, biochemical, GPCR trafficking, flow cytometry | AID 504490, 2011 | beta-arrestin 1 C-terminal peptide binding to AP2 beta2-adaptin appendage (human) | FITC-arrestin peptide / GST-AP2 beads; AP2 beta2 appendage carries R879A mutation | inhibition, % at 10 µM | hit rate 0.31% among 340,000;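 active = inhibition above a set limit, near 3 SD of compounds lacking own fluorescence, cut at about 54% in these data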;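 also: plate controls were DMSO wells for no effect and 5 µM unlabelled arrestin peptide for full effect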
#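 Test system: GST-tagged AP2 beta2-adaptin appendage (R879A) on 4 µm glutathione beads; also added: fluorescein-tagged arrestin peptide at 50 nM final; timing: 12 min plus 1 h, RT; signal: flow cytometry, FL1 (488/535 nm); read-out: percent drop in bead-associated FITC signal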
# HTR5A inv ctr – HTR5A inverse agonists in luminescence cell assay, primary screen, counter-screen for OPRM1-OPRD1 heterodimer inverse agonist project, full-deck HTS; 5-hydroxytryptamine receptor 5A (Homo sapiens), P47898; HTR5A cell line, inverse agonism; inhibition, % at 9.3 µM; hit rate 0.083% among 340,000; AID 504634, 2011; in the data active = inhibition mostly above about 23%, no sharp cut-off; inactive = mostly below about 18%;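 also: 0% = cells with DMSO and 100% = no-cell wells with DMSO; some compounds called inactive have numbers as strong as hits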
# OPRM1-OPRD1 ag – agonists of OPRM1-OPRD1 heterodimerization, primary screen, cell-based, luminescence. cells. activation, % at 9.3 µM. hit rate 0.3% among 340,000; in the data active = activation above about 18%;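 also: 0% = vehicle-treated cells and 100% = reference agonist; values of inactives mirror those of a sister screen read the other way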
# MOR-DOR inv ag – inverse agonists of MOR-DOR heterodimerization, primary screen, cell-based, luminescence. Mu-type opioid receptor (Homo sapiens) + Delta-type opioid receptor (Homo sapiens), …. cell-based MOR-DOR heterodimer luminescence, inverse agonism. inhibition, % at 9.3 µM. hit rate 0.21% among 340,000; in the data active = inhibition above about 22%, passing the limit was not always enough;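 also: 0% = cells with DMSO and 100% = wells without cells with DMSO; values of inactives mirror those of a sister screen read the other way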
# * marks the source's active call; other numbers are inactive results; / = not tested or not shown; & = joins results of further samples.
SMILES,PKA-R2B act,HTR5A ag,PKA-R1A act,V-ATPase pH,DAGLB inhibitor,Pemphigus Ab inh,Arrestin-AP2 inh,HTR5A inv ctr,OPRM1-OPRD1 ag,MOR-DOR inv ag
CC1(C)CC2CC(C)(CN2C(=O)COC(=O)c2ccc(NC(=O)CC#N)cc2)C1 (configuration not stated),8.3,5.5,5.1,-2.1,-1.7,100.1,2.2,11.1,-3.7,14.2
COC(=O)/C(=N/Nc1ccc(C)cc1)N1CCCc2ccccc21,-7.9,-5.0,-5.6,1.5,-4.0,102.7,1.7,13.4,4.7,-33.7
Cc1ccc(NC(=O)c2c(C)nc3ccccn23)cc1C,-4.0,-1.9,-2.3,2.0,-1.6,96.6,3.9,5.2,-1.4,7.6
Cc1csc(NC(=O)CSc2nnc(NC(=O)NC(C)(C)C)s2)n1,3.1,11.1,2.4,-2.5,7.2,102.4,-13.2,-28.8,0.7,-4.8
Cc1cc(C)c2cc(C#N)c(SCC(=O)Nc3ccc4c(c3)OCO4)nc2c1,2.1,2.9,0.7,0.1,-2.2,95.0,0.5,-33.8,-1.8,9.3
Cc1cc(NC(=O)COC(=O)c2cc(S(=O)(=O)N(C)C)ccc2Cl)no1,-4.6,0.0,-8.3,-1.5,1.3,/,0.2,0.0,-0.8,3.2
CCO[C@@H]1OC(C(N)=O)=C[C@H](c2ccc3c(c2)OCO3)[C@H]1CCCO,-2.9,0.2,-8.8,0.6,-0.9,102.3,3.2,-15.8,-2.5,14.2
CN(Cc1ccc([N+](=O)[O-])cc1)c1ccccc1,-11.3,0.6,-4.4,1.1,-0.8,106.9,-0.2,-2.5,3.8,-18.5
O=C(C1CCC1)N1CCc2cc(S(=O)(=O)NCc3ccco3)ccc21,1.5,-1.5,3.6,-0.3,-1.9,99.1,-6.9,5.4,-0.3,1.5
NC(=O)C1CN(C(=O)c2cccc(S(=O)(=O)N3CCc4ccccc43)c2)c2ccccc2O1 (configuration not stated),3.1,-0.1,-7.2,-1.2,-4.7,83.3,-8.4,0.3,-0.8,3.5
CCCCNC(=O)c1cc2c(=O)n(CC)c3ccccc3c2s1,11.3,-2.0,-18.6,0.8,-1.0,99.8,-1.6,7.7,-4.3,19.1
COc1ccccc1CNC(=O)C12CC3CC(CC(C3)C1)C2,-4.3,2.1,-13.9,5.3,-4.7,106.9,-0.6,-8.0,-3.0,14.5
Cc1cccc(C)c1N1CC(=O)N(c2c(C)cccc2C)CC1=O,6.5,4.5,-2.2,7.7,1.2,97.4,1.6,4.7,0.9,-5.1
CCC(Sc1nnc2c3ccccc3n(CC)c2n1)C(=O)Nc1sc2c(c1C#N)CCCC2 (configuration not stated),2.4,-0.8,-7.8,-3.1,-3.0,75.5,22.6,-20.8,0.4,-2.4
Cc1nn(C)c(C)c1NS(=O)(=O)c1ccccc1Cl,-9.7,5.1,1.1,1.9,-2.7,103.5,-8.4,-2.0,-2.7,10.8
CN1CCN(C(=S)NC(=O)c2ccccc2Br)CC1,-7.6,-0.8,3.1,0.3,-1.1,109.7,23.5,15.6,-7.9,26.0
C[C@H](CO)N1C[C@H](C)[C@@H](CN(C)Cc2ccncc2)Oc2c(NS(=O)(=O)c3ccccc3)cccc2C1=O,-7.7,8.4,-5.6,1.2,0.1,101.2,4.5,4.2,-1.1,6.2
O=S(=O)(Nc1ncccn1)c1ccc(F)cc1,2.4,5.6,4.0,-0.9,-1.3,100.6,11.6,-20.8,-1.6,7.7
CCOc1ccc(NC(=O)CN(C)C(=O)c2ccccc2-n2cnnn2)cc1OCC,-6.8,-5.0,3.4,2.3,0.5,106.3,19.1,13.6,-3.4,17.7
COc1cccc(NC(=O)CN(C)C(=O)c2csc3c2CCCC3)c1,-1.4,-0.2,-7.5,0.6,-3.5,/,-1.5,0.6,-1.8,7.2
CC(=O)c1ccc(NC(=O)CSc2nnc(NC(=O)C3CC3)s2)cc1,-10.4,4.2,2.5,3.3,1.0,106.1,-4.9,-15.3,-2.2,12.6
COc1ccc(F)cc1S(=O)(=O)N1CCCCC1,-4.0,0.1,0.5,5.0,-3.2,103.4,-2.5,12.6,-1.7,9.2
CC1Cc2ccccc2N1CC(=O)NC(=O)NC1CCCCC1 (configuration not stated),8.4,-1.3,0.9,-0.1,0.5,102.2,12.5,32.3,6.0,-29.8
N#CC1CN(C(c2ccccc2)c2ccccc2)C1,-4.7,-6.3,0.0,3.3,-2.9,92.5,7.0,17.3,-0.9,6.2
COc1ccc(C(CC(=O)N2CCCC2)C(C)C)cc1 (configuration not stated),-9.3,1.2,-1.6,3.8,2.5,105.5,-8.0,-4.4,-1.3,6.4
O=C(Nc1ccccc1C(=O)O)c1cncc(Br)c1,4.5,-2.6,1.3,-1.0,3.2,98.6,-13.1,11.6,-0.6,2.9
CC(C)[C@@H]1COC(c2cccc(C3=N[C@H](C(C)C)CO3)n2)=N1,-1.8,7.8,2.9,-1.1,-2.6,99.5,7.6,-18.2,-2.1,11.7
O=C(c1cccc(-c2nnc(-c3ccccc3)o2)c1)N1CCCCC1,-3.8,3.0,0.3,0.8,-1.4,106.1,14.5,-7.3,-3.3,16.0
O=c1cc(CSc2nnc(Nc3ccccc3F)s2)nc2sccn12,0.4,-5.8,-10.7,0.0,-1.1,98.5,1.8,16.2,-1.8,9.8
CCCNC(=O)CN1CCC(c2nc3ccccc3[nH]2)CC1,-7.1,-3.5,11.2,3.7,-0.9,102.6,-1.2,-7.8,-2.3,12.1
CCc1nc(C)c(C(=O)N2CCCC(C(=O)Nc3cccc(-c4cccc(C)c4)c3)C2)o1 (configuration not stated),-2.0,3.8,-16.3,-2.9,-3.3,104.2,18.4,0.8,-2.7,14.1
CCCN(C(=O)c1ccc(N(C)S(=O)(=O)c2ccc(C)cc2)cc1)C1CCS(=O)(=O)C1 (configuration not stated),-1.9,-7.5,1.8,3.0,-2.1,100.7,35.9,18.4,-1.7,9.0
CCn1c(=O)cc(SCC(=O)N2CCN(C(=O)c3ccco3)CC2)c2ccccc21,6.3,1.4,9.1,0.6,-0.6,109.9,-1.0,8.8,0.8,-4.6
CCC(=O)N1CCc2cc(S(=O)(=O)NCCC(=O)NCc3ccc(F)cc3)ccc21,-8.6,0.5,-5.0,-0.8,-0.1,105.0,-15.8,15.1,-3.6,18.4
CC(C)[C@H](NC(=O)c1ccccc1)C(=O)OCC(=O)c1ccccc1F,4.3,2.4,3.1,-3.9,-3.8,105.5,40.5,11.5,-2.1,10.3
CCSc1nc2ccccc2n1CC(=O)N1CCCCC1,-0.8,/,4.0,2.1,-1.3,103.2,-1.0,/,/,/
Cc1occc1C(=O)N=Nc1c(O)n(C)c2ccccc12,4.3,-4.5,0.0,-1.4,0.7,83.7*,12.7,15.7,1.3,-6.9
COc1ccc2nc(COC(=O)c3cccc([N+](=O)[O-])c3)c(C(C)=O)[n+]([O-])c2c1,9.4,2.2,-16.2,-4.4,-0.1,/,12.7,-5.7,-2.3,11.6
Cc1nc2c(o1)CCc1ccccc1C2N1CCN(C)CC1 (configuration not stated),-7.8&-2.3&-8.5,0.3&-1.7&4.3,-7.0&2.9&8.1,-2.9&-1.1&1.0,-1.7&2.2&2.8,99.5&98.4&107.2,6.8&-1.6&16.5,-1.2&-3.6&-12.3,-3.1&-2.0&2.3,15.8&11.6&-16.9
COc1cc(NC(=O)NC2Cc3ccccc3C2)cc(OC)c1,5.7,-0.4,3.3,-2.0,-3.1,/,-7.8,1.6,-2.5,11.8
C/C(=N\NC(=O)c1ccc(C)cc1)c1c(C)[nH]n(-c2ccccc2)c1=O,-1.5,1.3,-2.4,2.2,2.1,100.4,6.6,-4.8,-1.1,5.2
Nc1c(C(=O)NCCc2ccccc2)nnn1Cc1ccccc1,-0.7,-2.3,4.0,-1.5,-2.0,/,20.9,7.0,-2.8,14.3
Cc1onc(-c2ccccc2Cl)c1C(=O)Nc1ccccc1C(N)=O,-2.7,-1.4,-9.3,-3.4,-1.6,104.8,21.4,5.3,0.3,-1.4
O=C(COc1ccccc1)Nc1ccc2c(c1)Cc1cc(NC(=O)COc3ccccc3)ccc1-2,-11.4,-0.2,1.0,-1.3,-0.6,122.1,-2.3,-28.0,-1.1,6.1
ON1C(c2ccccc2C(F)(F)F)N(O)[C@H]2CCCC[C@H]21 (some centres not stated),-3.8,0.2,2.6,-2.5,1.9,/,8.2,-0.5,-6.7,41.0*
CC(C)CCN1CC(O)=C(c2nc3ccccc3[nH]2)C1=N,2.2,-1.1,-10.3,3.8,4.4,96.9,1.7,1.9,-2.0,10.2
O=C(NCc1ccccc1)c1onc(CSc2ccccc2)c1C(=O)NCC1CC1,-2.0,-2.0,-0.6,-0.1,-23.5,103.8,-5.3,2.9,4.3,-24.4
COC(=O)c1ccc(Cl)c(NC(=O)CN(c2ccc3c(c2)OCO3)S(C)(=O)=O)c1,-1.8,-1.8,5.0,-0.9,-1.4,96.3,6.4,-28.1,-1.0,5.5
O=C(Cc1ccc([N+](=O)[O-])cc1)Oc1ccccc1,-1.5,2.4,2.6,-1.8,-0.6,/,33.7,-9.3,-3.3,16.2
O=C1CCC[C@@H]2[C@@H](Cc3ccccc3)[C@H](N3CCN(c4ccccc4)CC3)C[C@@H]3CCN1[C@@H]32,-7.0,0.0,-4.8,-0.8,0.1,107.2,-4.1,-18.6,1.3,-7.3
Cc1cc(C)n2nc(SCC(=O)Nc3ccccc3)nc2n1,0.3,-2.9,-6.2,-3.3,0.2,116.2,16.4,7.9,-1.7,8.2
O=C(c1ccccc1NS(=O)(=O)c1ccc(F)cc1)N1CCCC1,2.6,0.9,-2.2,-2.9,4.0,106.3,-1.5,1.0,-0.4,2.3
COc1ccc(NC(=O)CSc2ccc3ccccc3c2)cc1S(=O)(=O)N1CCCCC1,-10.8,4.8,3.5,2.7,-5.8,120.0,4.2,4.0,1.6,-8.6

# High-throughput results (PubChem BioAssay)
